# Assay outcomes deposited in PubChem BioAssay by Broad Institute.
# RAD54 branch: RAD54 (human) branch migration inhibition. Q92698. RAD54 Holliday junction branch migration, FAM/BHQ fluorescence. inhibition, % at 10.4 µM. 360,000 tested, 0.14% active. AID 602329;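 active means mean normalized replicate activity at least 40 and at least half of replicates scoring 40 or more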;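 further: 0% = median of neutral control wells and 100% = median of positive control wells; inhibitors cause a drop in the FAM fluorescence signal; in these data hits start at about 50%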
# miR122 inh: blocks miR-122 activity in Huh7 sensor cells; Huh7 miR-122 Renilla luciferase sensor, 48 h; neutral wells = 0, positive control = 100; activation (reporter increase), % at 12.5 µM; 340,000 tested, 0.3% active;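 active means mean replicate activation score at least 90 and every replicate individually at or above 90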;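 further: higher luciferase means less miR-122 activity so hits act as miR-122 inhibitors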
# PglD DTNB: blocks C. jejuni PglD acetyltransferase activity; inhibition, % at 12.5 µM; purified PglD enzyme, DTNB colorimetric CoA detection; 360,000 tested, 0.098% active; in the data active means inhibition above about 16%, passing the limit was not always enough; further: strong numbers were not always called active
# ERAP1 inh: blocks human ERAP1 aminopeptidase activity | recombinant ERAP1, Leu-AMC fluorescence, 60 min | 340,000 tested, 0.15% active | Q9NZ08 | inhibition, % at 10.7 µM;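 active means mean replicate inhibition of at least 30%, or all replicates individually reaching that 30% level; inactive means mean below 30% and not every replicate reaching it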;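 further: 0% = neutral control wells and 100% = L-leucinethiol positive control wells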
# Cneo AK release: causes C. neoformans cell lysis. adenylate kinase release luminescence, 4 h; normalised: neutral wells 0, clomiphene wells 100. lysis activity, % at 15 µM. 360,000 tested, 0.2% active;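 active means mean lysis activity across replicates of at least 80%, whatever share of replicates individually reach that level; inactive means mean lysis activity below 80%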
#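 Assay system: Cryptococcus neoformans yeast cells / Dosing: single-point compound dose / Timing: 4 h at 37 °C static, read 1 h later / Measured by: luminescence of released adenylate kinase using an AK detection reagent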
# PGC1a acetyl inh: lowers PGC1a acetylation signal in U2OS cells; AlphaScreen anti-acetyl-lysine; with virally co-expressed GCN5 acetyltransferase; inhibition, % at 15.6 µM; 350,000 tested, 0.17% active; AID 651687;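 active means every replicate shows inhibition of at least 40%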;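 further: 0% = neutral control wells and 100% = positive control wells; some results beyond the cut were filed as inactive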
# E-selectin induc: E-selectin induction on HUVECs; activation, % at 7.58 µM; 260,000 tested, 0.37% active; HUVEC E-selectin immunofluorescence imaging; normalized: neutral wells 0, TNF-alpha wells 100; P16581; AID 686992;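 active means mean E-selectin-positive cell signal at least 10% of the positive control, reached in at least 60% of replicates, without over 20% cell loss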;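 further: in these data hits start at about 27%; measured in HUVEC primary endothelial cells; signal is the percent of cells scored E-selectin positive by PE staining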
# Target sequence (P16581 whole entry, looked up): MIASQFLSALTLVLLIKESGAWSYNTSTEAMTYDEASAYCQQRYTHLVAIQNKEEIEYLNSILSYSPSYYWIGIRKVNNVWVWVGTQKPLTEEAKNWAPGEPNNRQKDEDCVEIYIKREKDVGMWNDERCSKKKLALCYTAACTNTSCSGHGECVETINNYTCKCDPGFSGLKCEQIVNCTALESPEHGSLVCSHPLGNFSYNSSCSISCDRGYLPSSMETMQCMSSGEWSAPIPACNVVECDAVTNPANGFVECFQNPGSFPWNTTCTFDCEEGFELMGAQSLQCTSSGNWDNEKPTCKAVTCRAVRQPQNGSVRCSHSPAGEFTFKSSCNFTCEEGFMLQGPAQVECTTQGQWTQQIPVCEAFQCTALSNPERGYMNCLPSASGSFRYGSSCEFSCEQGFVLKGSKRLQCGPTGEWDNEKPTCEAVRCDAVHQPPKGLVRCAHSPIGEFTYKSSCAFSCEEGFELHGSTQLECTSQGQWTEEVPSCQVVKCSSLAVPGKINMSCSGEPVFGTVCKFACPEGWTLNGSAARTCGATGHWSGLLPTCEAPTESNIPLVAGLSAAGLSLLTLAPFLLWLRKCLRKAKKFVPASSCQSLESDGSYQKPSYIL
#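 Test system: HUVEC | Signal: Immunofluorescence imaging | Read-out: Percent E-selectin-positive cells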
# RAD52 anneal inh: RAD52 (human) annealing inhibition; inhibition, % at 18.7 µM; P43351; recombinant RAD52 DNA annealing, FRET fluorescence; 360,000 tested, 0.46% active;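 active means every replicate showing at least 50% inhibition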
# Target sequence (P43351 whole entry, looked up): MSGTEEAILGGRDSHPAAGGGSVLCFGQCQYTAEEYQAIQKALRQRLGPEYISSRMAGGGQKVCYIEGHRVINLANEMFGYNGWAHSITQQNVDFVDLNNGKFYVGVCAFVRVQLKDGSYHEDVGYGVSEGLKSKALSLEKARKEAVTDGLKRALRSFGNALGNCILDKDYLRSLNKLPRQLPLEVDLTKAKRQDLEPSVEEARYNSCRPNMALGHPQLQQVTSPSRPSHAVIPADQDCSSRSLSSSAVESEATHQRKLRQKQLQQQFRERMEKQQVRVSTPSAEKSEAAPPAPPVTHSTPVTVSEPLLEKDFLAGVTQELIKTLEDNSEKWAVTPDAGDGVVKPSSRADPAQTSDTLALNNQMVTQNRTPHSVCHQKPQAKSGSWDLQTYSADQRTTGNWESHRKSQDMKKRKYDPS
# Starred values were filed as active, the others as inactive; x = not tested or not shown; [ ] = dose if it differs, or a comment.
SMILES,RAD54 branch,miR122 inh,PglD DTNB,ERAP1 inh,Cneo AK release,PGC1a acetyl inh,E-selectin induc,RAD52 anneal inh
Fc1ccc2c(c1)C(c1ccc(N3CCOCC3)cc1)=NNC(c1cccs1)=N2,9.3,-2.2,-0.4,3.4,2.7,20.3,x,-101.0
C/C=C/c1ccc([C@@H]2[C@H](CO)N3C(=O)CN(Cc4ccc(C)cc4)C[C@@H]23)cc1,x,x,x,-0.6,x,-0.6,0.0,1.9
O=C(COC(=O)c1ccccc1O)NC1CCCc2ccccc21 (configuration not stated),0.0,-3.3,-0.7,0.6,2.1,5.2,-0.9,-2.5
CO[C@@H]1CN(C)C(=O)c2ccc(NC(=O)c3cnccn3)cc2OC[C@H](C)N(C)C[C@@H]1C,10.6,4.2[16.7 µM],0.6,x,-1.7,5.4,-0.3,x
O=C(Nc1ccc(Cl)cc1)c1ccc2c(=O)n3c(nc2c1)CCCCC3,-6.6,-9.1,-1.2,-3.8,-0.1,3.1,0.1,-19.8
CO[C@H]1CN(C)C(=O)c2ccc(NC(C)=O)cc2OC[C@@H](C)N(C(=O)CC2CC2)C[C@@H]1C,1.5,17.4[16.7 µM],5.4,-4.6,-1.5,2.0,0.2,-3.4
CCN(C(=O)COC(=O)c1ccc(C)c(S(=O)(=O)N2CCOCC2)c1)C1CCS(=O)(=O)C1 (configuration not stated),-1.8,-4.7,11.8,0.5,-2.3,x,0.0,-11.5
CC(C(=O)N1CCCC1)N(C)CC(=O)Nc1cccc(F)c1 (configuration not stated),9.7,-3.1,1.8,-4.5,0.4,5.6,-0.2,-18.3
O=C(c1ccc([N+](=O)[O-])s1)N1CCc2ccccc21,0.9,-4.3,-6.9,-1.9,2.7,-0.7,0.0,-25.3
CC1(C)CC(=O)C(C(c2ccc(Br)cc2)C2C(=O)CC(C)(C)CC2=O)C(=O)C1,4.9,5.3,-4.4,-0.4,-1.2,-4.7,x,0.1
Cc1cccn2c(=O)c3cc(C(=O)NCCCn4ccnc4)n(C)c3nc12,10.8,-4.9,-1.3,x,3.3,2.7,x,x
Nc1nc(SCc2ccccn2)c2ncn(C3CCCC3)c2n1,8.6,x,-5.5,-3.3,1.1,12.2,-0.2,-3.7
O=C1c2sc3nc4n(c(=O)c3c2CCC1Br)CCCCC4 (configuration not stated),7.8,-4.9,6.5,x,-0.8,0.2,x,x
CCC(C)c1ccc(NC(=O)N2CCN(C(=O)C3CCCO3)CC2)cc1 (configuration not stated),5.6,0.5,-2.2,-0.9,-1.3,-4.0,-0.1,-3.0
C/C(=N\Nc1nncc2ccccc12)c1ccc(C(C)(C)C)cc1,-3.5,-13.2,-1.4,x,-0.1,1.5,x,x

# Gathered by group, those above containing fluorine.
SMILES,RAD54 branch,miR122 inh,PglD DTNB,ERAP1 inh,Cneo AK release,PGC1a acetyl inh,E-selectin induc,RAD52 anneal inh
Fc1ccc2c(c1)C(c1ccc(N3CCOCC3)cc1)=NNC(c1cccs1)=N2,9.3,-2.2,-0.4,3.4,2.7,20.3,x,-101.0
CC(C(=O)N1CCCC1)N(C)CC(=O)Nc1cccc(F)c1 (configuration not stated),9.7,-3.1,1.8,-4.5,0.4,5.6,-0.2,-18.3

# Further structures follow.
SMILES,RAD54 branch,miR122 inh,PglD DTNB,ERAP1 inh,Cneo AK release,PGC1a acetyl inh,E-selectin induc,RAD52 anneal inh
CC[C@]12c3[nH]c4ccc(Cl)cc4c3CCN1C(=O)[C@@H](CC(=O)NCCc1ccccn1)C[C@@H]2C(=O)N1CCN(C(=O)C2CC2)CC1,8.0,0.0,-1.2,x,0.3,-10.6,-1.7,-11.9
O=C(CSc1nnc(Cc2cc(=O)[nH]c(=O)[nH]2)n1-c1ccccc1)NCC1CCCO1 (configuration not stated),-8.0,1.5,-0.8,x,-0.2,12.6,x,x
CCn1nc(C(=O)Nc2cccc(C(F)(F)F)c2)c(Cl)c1Cl,5.4,6.5,9.7,x,-1.1,5.8,x,x
CCCC(=O)Nc1ccc2c(c1)OC[C@H](C)N(Cc1ccccc1)C[C@H](C)[C@H](OC)CN(C)C2=O,-14.6,3.4[16.7 µM],1.1,3.0,-0.8,9.1,0.0,-3.3
CCCCn1c(=O)[nH]c(=O)c2c1nc(-c1ccc(C)c([N+](=O)[O-])c1)n2CC,-2.2,12.3,0.3,2.6,3.3,-8.6,2.2,-28.4
O=C(Nc1nccs1)c1cc([N+](=O)[O-])ccc1Cl,-0.5,-21.5,2.7,-0.6,4.5,20.5,x,-6.7
CN(Cc1nc(Cc2cccc(C(F)(F)F)c2)no1)C1CC(C)(C)NC(C)(C)C1,2.9,0.4,-5.0,-2.9,-2.1,10.0,3.3,-0.9
COc1cccc(S(=O)(=O)Nc2ccc3c(c2)[C@H]2C[C@@H](CC(=O)N4CCCCC4)O[C@@H](CO)[C@H]2O3)c1,-3.0,3.0[16.7 µM],3.5,0.5,-1.6,2.8,-0.5,1.1
O=C(NCC(c1ccccc1Cl)N1CCCC1)C1CCN(C(=O)Nc2ccccc2)CC1 (configuration not stated),-7.1,-6.4,9.9,0.5,-1.2,4.3,0.0,-30.6
C[C@H]1CN([C@@H](C)CO)C(=O)c2cc(C#CCc3ccccc3)cnc2O[C@@H]1CN(C)C(=O)C1CCC1,x,x,x,-2.5,x,-16.7,-0.5,11.6
C/C(=N\NC(=O)C(O)c1ccccc1)c1ccc(Cl)s1 (configuration not stated),-9.2,51.6,-1.9,-0.2,-1.0,-4.8,0.3,-21.4
O=C(NCCN1CCOCC1)C1CCN(c2ncnc3c2sc2cccc(F)c23)CC1,-10.9,-9.1,2.3,1.1,0.6,-5.5,1.8,-5.2
Cc1cc(=O)[nH]c(-n2[nH]c(C)cc2=O)n1,5.4,-4.2,-5.5,x,-0.4,-3.6,x,x
Cc1ccsc1CNCC(O)c1ccccc1 (configuration not stated),-10.0,-3.5,-8.1,0.7,7.3,-7.0,x,-3.5
Cc1ccc(SCCNC(=O)CN(c2ccc3c(c2)OCO3)S(C)(=O)=O)cc1,6.7,-8.7,-29.6,x,0.5,7.2,x,x

# Profiles as entered above:
# O=C(Nc1ccc(Cl)cc1)c1ccc2c(=O)n3c(nc2c1)CCCCC3 across the screens: RAD54 branch: -6.6; miR122 inh: -9.1; PglD DTNB: -1.2; ERAP1 inh: -3.8; Cneo AK release: -0.1; PGC1a acetyl inh: 3.1; E-selectin induc: 0.1; RAD52 anneal inh: -19.8
# C/C(=N\NC(=O)C(O)c1ccccc1)c1ccc(Cl)s1 (configuration not stated) across the screens: RAD54 branch: -9.2; miR122 inh: 51.6; PglD DTNB: -1.9; ERAP1 inh: -0.2; Cneo AK release: -1.0; PGC1a acetyl inh: -4.8; E-selectin induc: 0.3; RAD52 anneal inh: -21.4
# O=C(CSc1nnc(Cc2cc(=O)[nH]c(=O)[nH]2)n1-c1ccccc1)NCC1CCCO1 (configuration not stated) across the screens: RAD54 branch: -8.0; miR122 inh: 1.5; PglD DTNB: -0.8; ERAP1 inh: x; Cneo AK release: -0.2; PGC1a acetyl inh: 12.6; E-selectin induc: x; RAD52 anneal inh: x

# More records.
SMILES,RAD54 branch,miR122 inh,PglD DTNB,ERAP1 inh,Cneo AK release,PGC1a acetyl inh,E-selectin induc,RAD52 anneal inh
COc1cc(NC(=S)NCc2ccco2)cc(OC)c1OC,-3.8,9.0,7.9,x,1.3,1.3,-0.1,x
Cc1cc(=O)oc2cc(OC(C)C(=O)NCCc3ccc(S(N)(=O)=O)cc3)ccc12 (configuration not stated),-1.2,-4.1,-1.0,1.7,-3.0,9.1,x,9.7
CCOc1ccccc1CN1CCC(n2nccc2NC(=O)CCc2ccccc2)CC1,-6.5,2.4,-1.9,-2.0,0.0,x,x,-14.5
CN(C)CCCNC(=O)C[C@@H]1C=C[C@@H](NS(=O)(=O)c2ccc(F)cc2)[C@@H](CO)O1,-2.9,x,-0.8,0.4,-0.4,2.3,1.6,-3.9
COCCOC(=O)N1C(=O)[C@@]2(c3cc(C#CCCO)ccc31)[C@H](C(=O)N1CCc3cc(OC)c(OC)cc3C1)[C@H]1C(=O)O[C@H](c3ccccc3)[C@H](c3ccccc3)N1[C@@H]2c1ccccc1OCCO,-18.1,x,1.2,1.4,10.8,15.4,x,21.5
OC1=C(O)c2nc3cc(F)ccc3nc21,-9.9,3.7,1.1,1.1,0.8,5.9,0.0,-20.5
O=C(NCCc1c[nH]c2ccccc12)C1CCCN(S(=O)(=O)c2ccccc2)C1 (configuration not stated),-2.7,5.7,0.7,0.7,0.0,-7.6,0.0,-97.0
Nc1ccc(-c2nc3c(Cl)cc(N)cc3[nH]2)cc1,5.4,0.0,4.3,x,-3.8,-37.2,x,x
O=C(Nc1nc(=O)c2ccccc2s1)c1ccc(F)cc1,-6.7,2.8,-3.2,-2.1,-16.3,-29.3,x,-4.9
CN(C)C(=O)c1ccc(-c2cccc(-c3nc(C(=O)NC4CCCC4)cc4c3[C@@H](CCO)N([S@](=O)C(C)(C)C)C4)c2)cc1,0.3,x,-2.9,0.9,33.7,-13.3,0.3,-12.7
COc1ccc(CNC(=O)C(C)OC(=O)Cn2cnc3c2c(=O)n(C)c(=O)n3C)cc1 (configuration not stated),-1.6,-6.7,9.3,9.8,2.6,5.2,0.7,-46.9
CN1CCC(OC(=O)C23CCC(C)(C(=O)O2)C3(C)C)CC1 (configuration not stated),-6.3,4.9,-1.0,-0.6,-3.0,-7.3,x,-12.2
C[C@H](CO)N1C[C@H](C)[C@@H](CN(C)S(C)(=O)=O)Oc2cc(C#CCN(C)C)ccc2S1(=O)=O,13.2,10.1[16.7 µM],0.0,0.5,3.1,4.2,-0.1,-1.4
C[C@H](CO)N1C[C@H](C)[C@@H](CN(C)C(=O)CCCN(C)C)OCc2cnnn2CCCC1=O,-4.3,1.8[16.7 µM],-1.1,4.1,-0.1,-2.9,0.2,-1.8
CCCN(CCC)S(=O)(=O)c1nc2nc(C)cc(C)n2n1,-5.4,12.6,2.0,3.6,-0.2,2.0,8.6,-6.4
Nc1c(C(=O)NCc2ccco2)c2nc3ccccc3nc2n1CCc1ccccc1F,9.6,-20.1,-2.0,x,-0.4,2.8,x,x
CCCC#Cc1ccc([C@@H]2[C@@H](CO)N3CCCCN(Cc4ccncc4)C[C@@H]23)cc1,4.4,2.5[16.7 µM],4.3,2.5,-2.7,1.1,-0.4,-11.5
COc1cccc(CNc2nc3ccccc3n2C(C)C)c1O,-8.0,-4.7,2.1,2.9,-0.3,x,0.3,-3.6
CCCSCCCNC(=O)c1cc2c(s1)CS(=O)(=O)C2,0.4,3.1,1.0,x,3.3,-3.5,x,x
O=C(Nc1ccccc1)c1ccc(NCCN2CCOCC2)c(S(=O)(=O)N2CCOCC2)c1,7.4,6.0,2.6,x,-2.5,2.1,x,x
O=C(C1CCOCC1)N1CC(=O)N2[C@H](CO)[C@@H](c3ccc(C#CC4CCCCC4)cc3)[C@@H]2C1,x,x,x,0.5,x,-2.7,-0.1,2.1
C[C@H](CO)N1C[C@H](C)[C@@H](CN(C)Cc2ccncc2)Oc2c(NC(=O)Nc3ccccc3)cccc2C1=O,-6.9,16.4[16.7 µM],-1.5,0.3,-1.4,2.1,x,7.8
CCOC(=O)COc1ccc(C2NC(C(=O)O)CS2)cc1 (configuration not stated),-16.2,6.6,9.3,x,-1.1,1.2,x,x
Cc1c(C(=O)N(Cc2cccs2)C2CCS(=O)(=O)C2)oc2ccccc12 (configuration not stated),3.7,-3.5,-0.5,x,-1.3,x,6.6,x
C[C@H](CO)N1C[C@H](C)[C@@H](CN(C)Cc2ccncc2)Oc2ccc(NC(=O)C3CCCCC3)cc2CC1=O,-4.5,3.4[16.7 µM],7.7,0.8,5.0,6.7,-10.9,-0.7
COc1cc(N)cc(NC(=O)c2ccncc2)c1,-10.5,3.8,6.7,x,-0.4,-6.9,x,x
C[C@@H]1CN([C@H](C)CO)C(=O)c2cc(N(C)C)ccc2O[C@@H](C)CCCCO[C@@H]1CN(C)C,-32.4,-4.2[16.7 µM],-3.7,-0.3,-1.2,15.0,-0.1,-7.3
